Screening results from PubChem BioAssay.
Cl transport mod – KCC2 (human) Cl- transport modulation. KCC2 cells, thallium flux FluoZin-2 fluorescence. B-score of Tl+ flux slope (higher = more flux/activation; lower = inhibition) at 10 µM. Q9H2X9. AID 1456. actives 2.2% (n = 190,000);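 active means thallium flux slope and its plate-corrected score both differing from the plate sample mean at a set confidence after two filtering rounds, in either direction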;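 further: slope of fluorescence scaled to starting intensity during 10 to 20 s after thallium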
zVAD death inh – blocks zVAD induced death of L929 cells. viability rescue, % at 10 µM. actives 0.38% (n = 220,000). L929 zVAD necroptosis rescue, ATP luminescence, 24 h; with zVAD 60 µM;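 active means activation, scaled between plate controls, above about 75%, limit read from the data; inactive means activation under that limit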;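 further: 0% = zVAD with DMSO and 100% = DMSO alone without zVAD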
FXIa inh 1536 – factor XIa (human) inhibition. P03951. purified FXIa, Boc-Glu-Ala-Arg-AMC fluorogenic substrate. inhibition, % at 5 µM. actives 0.14% (n = 220,000). AID 798;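 active means inhibition of at least 40%; inactive means inhibition below 40%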;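 further: fluorescence of freed AMC excited at 355 nm; 0% = enzyme without compound and 100% = no enzyme blank; many of its hits are not listed in these tables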
Hck-Nef inh – inhibitors of human Hck kinase activated by Nef | AID 463187 | actives 0.68% (n = 220,000) | P08631 | Recombinant Hck-YEEI plus Nef, Z-Lyte FRET kinase assay | inhibition, % at 20 µM;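 active means Hck-Nef kinase inhibition above about 50%, limit read from the data; inactive means inhibition below that limit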;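 further: 0% = DMSO with Hck plus Nef and 100% = Hck alone without Nef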
thrombin 1536 – inhibitors of human thrombin | P00734 | alpha-thrombin, Boc-VPR-AMC fluorogenic substrate cleavage | inhibition, % at 5 µM | actives 0.26% (n = 220,000);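 active means inhibition at or above 40%; inactive means inhibition below 40%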;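 further: 0% = enzyme with no compound and 100% = wells without enzyme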
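System: human alpha-thrombin protein; Compound dosing: one concentration per compound, 5 µM, with 0.2% DMSO; Timing: reaction at room temperature; Technique: AMC fluorescence, 355/460 nm; Controls: enzyme without compound as high, wells lacking enzyme as low.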
TNF necrop inh – inhibitors of TNF-alpha induced necroptosis in Jurkat FADD-/- cells | Jurkat FADD-/- TNF necroptosis rescue, ATP luminescence, 24 h; 0 = TNF only, 100 = no-TNF cells | AID 463075 | actives 0.068% (n = 220,000) | activation (protection from cell death), % at 10 µM;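 active means activation, meaning protection from cell death, of at least 50% relative to plate controls; inactive means activation below 50%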;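 further: necroptosis triggered by 40 ng/mL TNF-alpha added together with compound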
KLK5 inh – blocks human kallikrein 5 protease activity | inhibition, % at 5 µM | AID 873 | actives 0.59% (n = 210,000) | recombinant hK5, fluorogenic AMC substrate cleavage | Q9Y337;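 active means inhibition of 40% or more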;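 further: 0% = enzyme controls without compound and 100% = no-enzyme blanks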
Target sequence (Q9Y337 67-293 limits assumed): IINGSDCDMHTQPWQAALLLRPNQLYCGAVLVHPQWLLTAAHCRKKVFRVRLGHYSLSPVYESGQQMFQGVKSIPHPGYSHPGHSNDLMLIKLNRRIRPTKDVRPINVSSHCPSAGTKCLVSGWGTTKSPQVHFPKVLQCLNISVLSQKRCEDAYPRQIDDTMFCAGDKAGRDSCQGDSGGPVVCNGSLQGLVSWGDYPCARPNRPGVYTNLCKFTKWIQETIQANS
Rad51 HR inh – blocks human Rad51 in homologous recombination; hRad51 DNA strand exchange, fluorescence dequenching; inhibition, % at 10 µM; actives 0.085% (n = 200,000);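 active means inhibition above 40% at the single screening dose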;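 further: 0% = DMSO control wells and 100% = blanks with heterologous ssDNA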
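Material: hRad51 filaments on single-stranded DNA; Reagent: Donor/quencher-labelled 47-bp dsDNA substrate; Compound: 10 µM final, single point; Schedule: 37 °C 15-min filament assembly, 30-min compound preincubation, 15-min exchange; Technique: FRET fluorescence, excitation 485 nm, emission 520 nm; Benchmarks: control wells and blank wells on each plate.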
FXIIa inh – blocks human coagulation factor XIIa protease activity; P00748; purified FXIIa, Boc-QGR-AMC fluorogenic substrate, 2 h; inhibition, % at 5 µM; actives 0.3% (n = 220,000); AID 800; in the data active means inhibition above about 40%;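 further: 0% = enzyme with no compound and 100% = blank without enzyme; many of its hits are not listed in these tables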
Target sequence (P00748 20-372 limits assumed): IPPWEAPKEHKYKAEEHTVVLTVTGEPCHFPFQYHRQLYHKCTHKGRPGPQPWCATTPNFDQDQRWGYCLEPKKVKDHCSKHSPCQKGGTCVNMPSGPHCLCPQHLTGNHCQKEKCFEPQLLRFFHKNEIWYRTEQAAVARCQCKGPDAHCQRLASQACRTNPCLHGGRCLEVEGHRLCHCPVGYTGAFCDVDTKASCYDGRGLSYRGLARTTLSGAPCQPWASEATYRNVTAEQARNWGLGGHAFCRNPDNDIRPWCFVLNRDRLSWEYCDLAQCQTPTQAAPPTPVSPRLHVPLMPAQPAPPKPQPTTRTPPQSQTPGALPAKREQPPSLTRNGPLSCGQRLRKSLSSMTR
Target sequence (P00748 373-615 limits assumed): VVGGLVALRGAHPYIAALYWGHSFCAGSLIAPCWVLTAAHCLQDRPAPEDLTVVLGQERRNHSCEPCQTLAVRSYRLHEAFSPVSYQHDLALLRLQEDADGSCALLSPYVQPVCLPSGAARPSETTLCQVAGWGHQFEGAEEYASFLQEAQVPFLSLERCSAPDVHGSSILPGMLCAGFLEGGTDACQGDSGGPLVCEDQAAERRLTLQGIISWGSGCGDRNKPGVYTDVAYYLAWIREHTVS
An asterisk follows results filed as active; . = not tested or not shown.

Each structure is followed by: Rad51 HR inh, zVAD death inh, TNF necrop inh, FXIa inh 1536, FXIIa inh, Cl transport mod, KLK5 inh, thrombin 1536, Hck-Nef inh
CCCCN(C)C(=O)CSc1nc(NCc2ccc(OC)cc2)c2ccccc2n1
    5.9, -0.3, 0.1, 22.9, 17.8, 0.176, 2.5, -14.4, 0.8
O=C(O)C1SCCN1S(=O)(=O)c1ccc(N=NN2CCOCC2)cc1 (stereo not drawn)
    -7.4, -1.4, 0.1, 29.1, 22.3, 0.85, 25.0, -8.0, 35.4
CCCCN(CCCC)C(=O)c1sc2nc(N3CCOCC3)c3c(c2c1N)CCCC3
    ., 0.3, 0.9, -12.1, -9.5, -0.97, -9.7, -21.0, 12.6
CCCCC1=NN(C(=O)c2ccco2)C(O)(C(F)(F)F)C1 (stereo not drawn)
    ., 2.5, -4.2, -3.2, -0.9, -0.105, -5.5, -10.4, 4.4
CCc1nnc(NC(=O)c2cccc(NC(=O)C(C)C)c2)s1
    1.6, 0.1, -0.5, 4.1, 11.9, -0.481, -9.3, 4.6, -0.8
Cc1ccc2c(c1)nnn2C1CCN(CC(=O)NNC(=O)c2ccco2)CC1
    29.8, -0.4, -0.5, 0.1, 10.3, -0.228, -5.7, -1.7, -6.7
CCOC(=O)N/N=C/c1c(C)nn(-c2ccccc2Cl)c1Cl
    -5.0, -0.1, 0.5, -4.1, 9.6, 0.0283, -6.7, -10.7, 1.2
Cc1nc(Nc2ccc(Cl)cc2)c2nnn(Cc3ccccc3)c2n1
    6.9, 37.2, 2.1, 2.7, 6.6, -0.117, 0.9, -6.2, 15.4
COc1cccc(NC(=S)NCCc2ccccn2)c1
    9.1, 1.9, -2.1, -17.6, -2.1, 0.0494, -18.0, 2.3, -10.3
Cc1nn2cc(-c3ccc(Cl)cc3)cnc2c1Br
    3.9, 1.7, 0.2, -1.2, 6.3, 0.386, 0.9, -6.1, 22.7
Cc1ccc(COC(=O)CCc2nc3ccccc3c(=O)[nH]2)cc1
    ., -0.4, -0.2, 3.7, 8.6, -3.26, 0.0, 3.0, -0.8
CCN1CCN(CCC(=O)Nc2cccc(OC)c2)CC1
    -2.9, -0.2, -0.2, 5.6, 16.3, -0.524, 39.9, 23.6, -0.7
c1ccc(CNc2nc(NCc3ccco3)nc(N3CCOCC3)n2)cc1
    24.5, 1.7, 1.5, -1.1, 5.1, -0.736, -5.3, 0.1, 0.1
Cc1ccc(S(=O)(=O)N2CCN(c3cnn(-c4ccccc4)c(=O)c3Cl)CC2)cc1
    -37.4, 0.6, 1.1, 7.4, 15.0, 0.93, -5.7, -0.5, 0.6
Cc1ccc(C(=O)Cn2cnc3ccccc3c2=O)cc1C
    -6.0, 0.0, 2.1, 1.9, 15.2, ., 4.8, -1.0, 0.4
O=C(O)CSCC(=O)Nc1cc(C(F)(F)F)ccc1Cl
    -8.7, -0.1, 0.6, -3.7, 7.5, 0.36, -13.6, -2.0, -0.6
Cc1ccc(NC(=O)c2ccc(S(=O)(=O)N3CCCC3)cc2)cc1
    6.6, 0.2, 2.4, ., ., 0.965, ., ., 14.0
CCOC(=O)c1sc(NC(=O)CCN2CCC(C)CC2)c(C(=O)OCC)c1C
    2.7, 0.5, 1.4, -1.9, 5.8, 0.473, -2.3, 0.8, 0.1
N#Cc1ccccc1Cn1cc(/C=N/Nc2ccc([N+](=O)[O-])cn2)c2ccccc21
    -84.9, 70.2, -5.9, -0.6, 10.4, 1.28, -0.4, 4.7, 2.8
CCOC(=O)C1CCN(C(=O)Nc2ccc(Cl)cc2Cl)CC1
    ., ., 0.5, -6.0, -5.7, -0.62, -10.3, -10.1, -1.6
COc1ccc(-c2cc(C(=O)NCc3ccccc3)no2)cc1OC
    -0.7, 0.0, -0.9, -0.9, 3.5, 1.21, -16.2, -1.6, 2.1
COCCN1Cc2cccc(C(=O)Nc3cccc(OC)c3)c2C1=O
    3.6, 0.3, 0.3, 1.3, 16.7, ., 1.0, 1.0, 7.9
Cc1cc(C)nc(NS(=O)(=O)c2ccc(NC(=O)c3ccco3)cc2)n1
    -4.8, -0.3, 0.1, 3.2, 9.3, 1.03, 4.8, -1.1, -1.2
Cc1cccc2[nH]c(CN(C)Cc3nc(CC4CC4)no3)nc12
    3.2, 2.6, 1.1, -2.0, 7.4, -0.0204, -0.4, -5.6, 23.5
O=C(CCN1C(=O)c2ccc([N+](=O)[O-])cc2C1=O)Nc1cccc(O)c1
    6.1, 1.5, 0.7, 6.5, 6.0, -0.477, -4.7, -4.1, 0.0
COc1c(C=O)c(CCN(C)C(=O)c2ccc(F)cc2)cc2c1OCO2
    12.8, -0.2, 0.8, -4.5, -0.2, -1.05, -1.1, -6.0, 19.0
Cc1ccc2c(c1)C1NC(=S)NC(C)(O2)C1C(=O)Nc1ccc(Cl)cc1 (stereo not drawn)
    ., 2.2, 0.9, 8.1, 10.7, -2.72, -24.0, 0.9, 26.1
Cc1c(O)c(CN(C)C)cc2c1oc(=O)c1ccccc12
    ., 15.3, 8.0, 2.9, 5.4, -0.0441, 3.7, -5.5, 5.3
COc1ccc(NC(=O)COC(=O)Cn2c(C)nc3ccccc32)cc1OC
    -2.4, 0.3, -0.3, 2.2, 9.3, ., -0.2, 0.3, 0.7
CCOC(=O)c1ccc(CNC(=O)CCC(=O)O)cc1
    5.8, -0.5, 0.2, -4.2, 6.6, ., 2.4, -1.9, -2.0
Cn1nccc1NC(=O)Nc1cccc([N+](=O)[O-])c1
    3.4, 0.1, 1.4, 2.5, 7.6, 0.0361, 2.9, -0.9, 16.7
CC(=O)Nc1ccc2nc(CN3CCC(CO)(CCc4ccccc4)CC3)ccc2c1
    -9.8, 0.6, 3.0, 4.3, 12.3, 0.405, 5.2, 3.8, -2.7
Cc1cc(C)n(-c2nc3c(c(=O)[nH]c(=O)n3C)n2CC(O)c2ccccc2)n1 (stereo not drawn)
    -8.6, 0.7, -0.7, 3.2, 5.4, -0.239, -11.8, -1.9, -1.0
Cc1ccc(S(=O)(=O)N/N=C/c2cn(C)nc2C)cc1
    1.5, -0.3, 1.1, 8.8, 16.4, 0.605, -2.3, 2.2, 7.5
Cc1nc2ccccc2c2oc(C(=O)N3CCN(C4CCCCC4)CC3)cc12
    1.4, -1.2, -7.9, -1.7, 12.1, 0.258, -22.7, -4.9, 4.1
CC1(C)OC(=O)C(=CNc2ccccc2F)C(=O)O1
    0.0, -0.1, -1.7, 1.1, 10.4, -1.12, -21.1, 4.9, 2.1
C=CCSc1n[nH]c(-c2ccc(OCCCC)cc2)n1
    9.6, 0.6, 2.5, -3.3, 11.7, -2.07, -18.1, 3.4, -0.7
CC(C)n1nnnc1SCC(=O)Nc1ccccc1N1CCOCC1
    -1.2, ., ., -3.7, 3.2, ., -10.1, -4.4, .
CCOC(=O)c1sc(=S)n(-c2ccccc2)c1N(C(C)=O)C(C)=O
    0.1, 1.2, -0.7, -0.3, 9.2, -1.15, 5.6, 0.3, 21.5
CCc1cc(C)cc(OCCNC(=O)c2cncc(Br)c2)c1
    -0.8, 5.9, 5.5, 1.2, -6.1, -0.706, -12.8, 8.5, 1.2
COC(=O)C1=C(N)OC2=C(C(=O)CCC2)C1c1cccnc1 (stereo not drawn)
    2.6, 3.9, -0.2, -5.8, 2.6, ., 0.4, -9.2, 21.4
CCOC(=O)C1=c2s/c(=C\c3cccnc3)c(=O)n2C(N)=C(C(=O)OC)C1c1cccnc1 (stereo not drawn)
    8.7, -0.5, -7.7, 3.9, -0.3, -2.01, -22.0, -5.5, 18.0
COc1cccc(C2=NN(C(=O)c3ccccc3)C(O)(C(F)(F)F)C2)c1 (stereo not drawn)
    ., -0.9, -1.1, 0.1, 7.0, 3.15*, -3.2, 1.6, -4.1
COc1ccccc1N1CCN(C(=O)CCSCc2ccccc2F)CC1
    0.1, 0.0, -0.3, -7.9, 2.3, -1.1, -21.0, -2.2, -25.1
C1=C(c2ccccc2)Nc2nnnn2C1c1cccs1 (stereo not drawn)
    6.0, 0.2, -3.2, -1.4, 6.8, -0.449, -18.5, -3.4, -1.8
Cc1csc(-c2cccnc2)n1
    -1.6, 1.2, 0.0, -0.7, 10.0, 0.31, -6.2, -4.5, -1.0
O=C(CNC(=O)c1ccc2c(c1)OCO2)N/N=C/c1cccc([N+](=O)[O-])c1
    5.0, 2.1, 0.1, -5.4, 1.5, -0.0169, 5.1, 3.7, 18.7
COCCNC(=O)c1cc2nc3c(c(C(F)(F)F)n2n1)CCc1ccccc1-3
    11.1, 1.3, 0.5, -1.6, 5.3, 0.101, 0.0, -7.0, 19.3
CCCCn1c(/N=C/c2ccc(N(C)C)cc2)nc2ccccc21
    -15.1, 0.2, -0.9, 11.3, 19.0, -0.77, 0.3, 4.5, -1.0
Cn1c(C2=C(O)CN(c3ccc4c(c3)OCCO4)C2=N)nc2ccccc21
    5.1, 3.9, -0.1, 9.4, 12.7, ., -5.1, 4.8, 7.3

Sorted by length of the SMILES (rising): part of the list above
Each structure is followed by: Rad51 HR inh, zVAD death inh, TNF necrop inh, FXIa inh 1536, FXIIa inh, Cl transport mod, KLK5 inh, thrombin 1536, Hck-Nef inh
Cc1csc(-c2cccnc2)n1
    -1.6, 1.2, 0.0, -0.7, 10.0, 0.31, -6.2, -4.5, -1.0
COc1ccccc1N1CCN(C(=O)CCSCc2ccccc2F)CC1
    0.1, 0.0, -0.3, -7.9, 2.3, -1.1, -21.0, -2.2, -25.1
COC(=O)C1=C(N)OC2=C(C(=O)CCC2)C1c1cccnc1 (stereo not drawn)
    2.6, 3.9, -0.2, -5.8, 2.6, ., 0.4, -9.2, 21.4
O=C(CNC(=O)c1ccc2c(c1)OCO2)N/N=C/c1cccc([N+](=O)[O-])c1
    5.0, 2.1, 0.1, -5.4, 1.5, -0.0169, 5.1, 3.7, 18.7

Later entries.
Each structure is followed by: Rad51 HR inh, zVAD death inh, TNF necrop inh, FXIa inh 1536, FXIIa inh, Cl transport mod, KLK5 inh, thrombin 1536, Hck-Nef inh
COC(=O)c1ccc(Oc2nc(C)cc(Oc3ccccc3)n2)cc1
    5.0, 74.8, 0.3, -2.3, 3.4, 0.277, 4.0, -3.5, 1.3
CCOC(=O)C1CCN(C(C(=O)NC2CCCCC2)c2ccc(OC)cc2)CC1 (stereo not drawn)
    -0.1, -0.2, 7.6, -1.3, -17.4, -0.662, -16.6, -7.2, -1.8
COC(=O)C(CCSC)NC(=O)CNC(=O)C1CCCCC1 (stereo not drawn)
    8.7, 1.7, -2.3, 4.3, 12.6, 1.19, -6.2, -0.2, -3.1
CNC(=S)N(Cc1ccco1)Cc1cc2cc(OC)ccc2[nH]c1=O
    ., 2.2, -1.4, -2.8, 4.8, -0.371, -0.4, 3.2, 17.3
CSc1c(CC(=O)Nc2ccccc2)n(Cc2ccccc2)c2ccccc12
    -2.2, 0.5, 3.2, -9.3, -2.4, 0.466, -11.7, -16.4, 2.0
C=CCn1c(Cc2ccc(OCC)cc2)nnc1SCC(N)=O
    -0.5, 0.0, -1.1, -1.5, 1.4, 0.561, 5.5, -4.3, 2.8
Cc1noc(C)c1COc1cccc(C(=O)OCC(=O)NC(=O)c2ccc(OC(F)F)cc2)c1
    -0.5, 0.1, 1.2, 3.0, 13.0, 1.25, -8.1, -8.1, 7.5
COc1ccc(C)cc1S(=O)(=O)N(CC(=O)Nc1cccc([N+](=O)[O-])c1)c1ccc(C)cc1
    -2.0, 0.4, 0.9, 0.7, 6.7, -0.00714, 1.9, -15.7, -0.8

Some of the compounds tested. The share of hits here may be higher or lower than overall.
